High-throughput results deposited in PubChem BioAssay by several laboratories.
Autophagy HCS: modulators of autophagy. MEF GFP-LC3 puncta imaging; test concentration mostly 10 µM. calls only at 10 µM (by protocol). hit rate 0.98% among 190,000;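 active = percentage of spot-positive cells more than 3 SD above its plate mean, without a fluorescence outlier flag or 80% toxicity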;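 also: spot-positive cell cutoff set from DMSO-treated cells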
Dynein transport: blocks dynein driven cargo transport along microtubules | hit rate 0.47% among 220,000 | 3617.4 mouse cells, GR-EGFP nuclear translocation imaging; test concentration mostly 20 µM; stimulated with dexamethasone, 1 µM; hits give low values | z-score, hits read low;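 active = plate z-score of nuclear minus cytoplasmic receptor signal below a set negative limit, without overly bright fluorescence or cell loss, cut at about -3.5 in these data, passing the limit was not always enough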;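 also: z-score of nuclear minus cytoplasmic ring GR-EGFP intensity difference per well; some compounds called inactive have numbers as strong as hits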
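Buffer or medium: tet-free, stripped-serum medium; reagent: dexamethasone at 1.0 µM final, 30 min; incubation: 48 h induction, 1 h compound, 30 min dex at 37 °C; measured by: formaldehyde fixation, Hoechst nuclear stain, 10x automated fluorescence imaging; read-out: nuclear-to-cytoplasmic GR-EGFP distribution per well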
T cell HTS: T cell immune modulators affecting CD8 T cell-vesicle binding; calls only at 7 µM; AID 2052; hit rate 0.068% among 330,000; 2C CD8+ T cell-vesicle binding, flow cytometry; hits give low values;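 active = response, share of CD8 T cells binding vesicles, and their 90th percentile fluorescence all below set limits, cut at about 80% in these data, passing the limit was not always enough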
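incubation = binding step 1.5 h, 37 °C, antibody labelling 20 min, ice | test system = 2C mouse CD8+ T cells | read-out basis = percent CD8+ FL2 mean versus row control | controls = Peptide-free naked vesicles (low) and QL9 vesicles with 0.7% DMSO vehicle (high) | detection = flow cytometry of vesicle-bound cells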
Ins promoter up: MIN6 insulin promoter up-regulation. hit rate 0.3% among 190,000. MIN6 insulin promoter-GFP reporter, high-content imaging; hits give high values. AID 1625. z-score at 5 µM;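 active = z-score above 3 at 5 µM with at least 500 cells counted in the well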
ER stress rescue: protection against thapsigargin-triggered cell killing – 384-well, CSM14.1, ATP luminescence, primary screen (AID 1222); CSM14.1 thapsigargin-induced death rescue, ATP luminescence; higher % means a stronger effect; one-dose cellular ATP content (survival), % at 20 µM; EC50 in µM for titrated hits; 190,000 tested, under 10 active;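 active = EC50 below 50 µM in the dose-response confirmation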;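 also: death triggered by thapsigargin at about 15 µM added after 2 h compound pretreatment; cell ATP read after overnight thapsigargin exposure of roughly 18 to 22 hours; normalized against plate controls of thapsigargin alone and 5% DMSO vehicle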
b-catenin transl: alters nuclear translocation of beta-catenin in HeLa cells. immunofluorescence imaging. nuclear translocation activity, % at 5 µM. hit rate 0.3% among 190,000;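 active = nuclear translocation activity above 50% at 5 µM, with a well cell count of 50 or more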;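 also: per-cell ratio of nuclear to cytoplasmic median beta-catenin stain intensity; plate controls were DMSO negative control for no effect and GSK-3 inhibitor IX positive control for full effect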
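Test system: human HeLa cell line; Doses: 5 µM primary, 0.02–20 µM confirmation; Incubation: 24 h compound exposure, 37°C; Detection: beta-catenin immunofluorescence imaging with DAPI; Read-out: beta-catenin nuclear/cytoplasmic ratio, % activation.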
MT stabilize HCS: microtubule stabilizers in HeLa cells; HeLa tubulin immunostaining HCS, 24 h; share of cells brighter than vehicle mean+2SD; % tubulin-high responders, % at 10 µM; hit rate 0.83% among 200,000; AID 2205;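 active = plate Z-score above 3 for both tubulin-high and condensed-nucleus cell shares, with cell loss under 80%, at 10 µM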;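 also: anti alpha tubulin signal scored within the nucleus-defined area of each cell; some results filed as inactive read as strong as hits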
Salmonella PhoP GFP: PhoP-dependent GFP reporter repression – Salmonella Typhimurium, primary screen (AID 1863). S. Typhimurium PhoP-regulated promoter GFP reporter, 4 h; higher % means a stronger effect. hit rate 0.16% among 300,000. one-dose inhibition, % at 50 µM; IC50 in µM for titrated hits;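 active = inhibition over 29.93%, a cutoff 3 SD above the screen mean, later confirmed by dose response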;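 also: 0% = low Mg2+ inducing control and 100% = high Mg2+ repressing control; strong numbers were not always called active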
Lipid droplet: modulators of hepatic lipid droplet formation; hit rate 0.4% among 240,000; AML12 mouse hepatocytes, oleate lipid droplets, BODIPY imaging; AID 1656; inhibition, % at 6.5 µM;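 active = lipid droplet intensity inhibited by at least 50%, with more than 500 cells counted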
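Test system: AML12 mouse liver cells; schedule: overnight exposure; technique: high-content imaging of BODIPY-stained droplets and DAPI nuclei; read-out: % inhibition of corrected integrated BODIPY droplet signal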
Dynein transport cytoplasmic EGFP: also measured in Dynein transport; calls as there; z-score; measured here: cytoplasmic GR-EGFP intensity; hits give high values
Dynein transport nuclear GR-EGFP: also measured in Dynein transport; calls as there; z-score; measured here: nuclear GR-EGFP intensity;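 lower value marks the stronger effect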
Dynein transport cell count: recorded beside Dynein transport, whose call it bears; z-score; measured here: cell count per field
Ins promoter up cell count: second read-out of Ins promoter up, no call of its own (marks repeat the call); cell count; measured here: cytotoxicity, nuclei count;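 total cells summed across four imaged fields per well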
Lipid droplet cells 6.5 µM: recorded beside Lipid droplet, whose call it bears; cell count; measured here: cell count, cytotoxicity flag;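 cells counted across two imaged fields per well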
b-catenin transl cell count 5 µM: further read-out of b-catenin transl, marked with its call; cell count; measured here: cell count, cytotoxicity flag
T cell HTS vesicle-bound %: recorded beside T cell HTS, whose call it bears; double positive events, %; measured here: CD8+ vesicle-bound cell fraction;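 binding gate set so that unloaded-vesicle control wells show 10% double positive cells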
MT stabilize HCS Hoechst-high %: further read-out of MT stabilize HCS, marked with its call; % Hoechst-high responders; measured here: nuclear condensation Hoechst responders;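 share of cells brighter than vehicle mean plus two SD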
MT stabilize HCS cytotoxicity %: second read-out of MT stabilize HCS, no call of its own (marks repeat the call); toxicity, %; measured here: cytotoxicity by cell density;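 0% = mean cell density of plate MIN control wells and 100% = no cells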
Autophagy HCS cell loss 18 h: recorded beside Autophagy HCS, whose call it bears; toxicity, %; measured here: cell loss, nuclei count;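 cell loss after 18 h compound exposure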
Active calls of the source: *; i = inactive; nt = no result given; & = joins results of further samples.

entry	structure	Dynein transport cell count	Ins promoter up	Autophagy HCS cell loss 18 h	b-catenin transl cell count 5 µM	Dynein transport	T cell HTS vesicle-bound %	Lipid droplet	MT stabilize HCS cytotoxicity %	ER stress rescue	Dynein transport nuclear GR-EGFP	b-catenin transl	Ins promoter up cell count	MT stabilize HCS Hoechst-high %	Lipid droplet cells 6.5 µM	Autophagy HCS	Dynein transport cytoplasmic EGFP	T cell HTS	Salmonella PhoP GFP	MT stabilize HCS
1	O=C(c1ccco1)N1CCN(C(=O)C2CCCN(S(=O)(=O)c3cccc4nsnc34)C2)CC1 (stereo unspecified)	0.84	-0.54	-5	nt	-0.84	18	6	6.5	-0.8%	-0.17	nt	980	1.4	793	i	-0.1	i	1%	2.1
2	O=C(c1cccc(Cl)c1)N1CCCC(c2ccc(Cl)cc2)=N1	0.95	-0.23	-5	1449	-0.28	28	nt	4.1	-1.2%	-0.45	1.0	1509	2.5	nt	i	-0.22	i	0%	3.5
3	COCCn1nnnc1C(c1ccc(C(F)(F)F)cc1)N1CCOCC1 (stereo unspecified)	-0.26	0.35	3	1407	1	13	nt	2.7	-2.0%	-0.11	-1.1	1558	1.2	nt	i	-0.2	i	6%	3.7
4	Nc1nc(Cl)nc2c1ncn2[C@@H]1O[C@H](CO)[C@@H](O)[C@H]1O	0.23	nt	5	nt	0.2	22	-18	7.3	-3.2%	0.55	nt	nt	1.0	703	i	-0.21	i	7%&-7%	3.9
5	Cc1cc(C)c2c(N)c(C(=O)c3cccc(Cl)c3)sc2n1	0.17	-0.11	0	1045	-0.31	6	-8	7.3	0.3%	-0.33	-0.1	1558	3.5	672	i	-0.28	i	-13%	4.1
6	O=C(Nc1nccs1)C1CCCN(S(=O)(=O)c2cccnc2)C1 (stereo unspecified)	-0.92	1.8	9	nt	0.67	30	nt	3.6	-0.8%	0.7	nt	862	3.0	nt	i	0.39	i	8%	1.5
7	CCOC(=O)C1CCCN(C(=O)c2cc(-c3ccc(F)cc3)nc3ccccc23)C1 (stereo unspecified)	-1.4	0.04	-1	1055	-0.38	52	3	3.7	3.9%	-0.77	-2.2	1381	2.3	671	i	-0.11	i	0%	3.6
8	CN1CCN(C2=C(Cl)C(=O)N(c3ccc(Cl)cc3)C2=O)CC1	0.26	-0.26	-4	895	-0.34	33	nt	6.3	-1.5%	0.063	-5.2	1091	2.4	nt	i	-0.047	i	16%	2.1
9	O=S(=O)(c1ccc2c(c1)OCCO2)N1CCN(c2nc3ccccc3s2)CC1	-0.63	-0.27	14	1368	1.5	39	nt	6.0	-2.0%	1.3	-1.6	1538	1.7	nt	i	0.12	i	-7%	10
10	CC(C)(C)C(=O)NC1CCN(S(C)(=O)=O)CC1	-1.1	0.21	1	1222	0.95	9	-3	4.1	1.0%	0.41	-2.8	1309	2.3	714	i	-0.19	i	-4%	3.4
11	COc1cccc(OC)c1OCCN1CCN(C(=O)c2ccco2)CC1	1.8	-0.27	23	nt	-0.32	39	0	9.6	1.1%	-0.18	nt	1008	2.5	770	i	-0.25	i	-7%	3.6
12	CCN1CCN(Cc2c(O)ccc3c2O/C(=C\C=C\c2ccccc2OC)C3=O)CC1	0.28	0.45	19	1151	-0.82	43	6	5.7	-1.8%	-0.15	-1.8	1337	3.6	657	i	0.087	i	-74%	5.4
13	CC(CC(C)C(=O)N1CCOCCN(C(=O)C(C)CC(C)C(=O)O)CCOCC1)C(=O)O (stereo unspecified)	-0.98	0.79	7	941	1.9	25	nt	14	1.1%	1.1	-6.8	1202	2.6	nt	i	-0.2	i	-8%	2.1
14	Cc1ccccc1CNC(=O)CN(c1cccc([N+](=O)[O-])c1)S(C)(=O)=O	0.46	-0.3	2	1579	-0.31	20	-11	3.8	0.1%	0.17	0.0	1440	1.7	685	i	-0.3	i	4%	1.8
15	COc1ccccc1-c1noc(-c2ccccc2)n1	0.57	-0.05	3	1052	-1.5	11	-11	10	-1.2%	-1.2	-1.1	1473	2.1	607	i	-0.27	i	-6%	2.6
16	O=c1c2ccccc2sn1-c1ccccc1	-0.37*	0.03	-5	1221	-5.2*	19	5	6.0	-7.2%	-2.7*	-5.9	544	1.6	760	i	1.1*	i	-24%	2.6
17	CCCCOc1ccc(CN2CCC(O)CC2)cc1	-1.5	0.87	3	1381	0.55	10	nt	2.7	0.1%	0.14	1.0	1364	2.5	nt	i	-0.12	i	1%	5.5
18	CCc1cccc(C)c1N(C(=O)Cn1c(COC)nc2ccccc21)C(C)COC (stereo unspecified)	0.68	0.43	2	nt	-0.32	10	-14	6.3	0.3%	-0.29	nt	948	1.5	737	i	-0.3	i	-2%	1.9
19	O=S(=O)(c1cnc(Cl)c(Cl)c1)N1CCc2ccccc21	-0.66*	-1.2	nt	1342	-4.3*	32	-6	nt	nt	-2.3*	-0.5	1365	nt	705	nt	0.83*	i	7%	nt
20	Cc1cccc(OCCNC(=O)CSc2ccc(C(F)(F)F)cc2[N+](=O)[O-])c1	-0.2	-0.02	11	1090	-0.23	29	14	0.7	-2.5%	0.058	-1.4	1364	2.5	600	i	-0.18	i	-7%	3.0
21	Fc1ccc(-c2cc3nc(-c4ccccc4)cc(N4CCN(CCN5CCOCC5)CC4)n3n2)cc1	0.41	-0.77	5	1002	0.21	nt	nt	3.8	-1.0%	-0.004	-2.4	859	3.9	nt	i	-0.28	nt	-3%	5.7
22	O=S(=O)(NC(=S)NC1CCCCC1)c1ccc(Cl)cc1	-0.93	-0.17	0	906	0.83	21	-2	5.1	-1.3%	0.79	2.9	1299	1.4	716	i	-0.2	i	-2%	2.8
23	CCN(CC)S(=O)(=O)c1ccc(Cl)c(C(=O)NCC2CCCO2)c1 (stereo unspecified)	0.055	0.07	-7	1013	-0.13	24	nt	7.0	0.0%	-0.039	-6.4	1351	3.9	nt	i	-0.3	i	3%	5.3
24	CC(=O)Nc1nc2n(n1)C(c1ccc(F)cc1)C=C(c1ccccc1)N2 (stereo unspecified)	0.73	0.6	-2	966	-0.75	38	nt	2.8	7.5%	-0.41	-3.4	1255	1.6	nt	i	-0.085	i	-8%	2.0

Part of the list above, with two lines to a compound.
Every second line gives: Dynein transport cell count, Ins promoter up, Autophagy HCS cell loss 18 h, b-catenin transl cell count 5 µM, Dynein transport, T cell HTS vesicle-bound %, Lipid droplet, MT stabilize HCS cytotoxicity %, ER stress rescue, Dynein transport nuclear GR-EGFP, b-catenin transl, Ins promoter up cell count, MT stabilize HCS Hoechst-high %, Lipid droplet cells 6.5 µM, Autophagy HCS, Dynein transport cytoplasmic EGFP, T cell HTS, Salmonella PhoP GFP, MT stabilize HCS
18. CCc1cccc(C)c1N(C(=O)Cn1c(COC)nc2ccccc21)C(C)COC (stereo unspecified)
    0.68, 0.43, 2, nt, -0.32, 10, -14, 6.3, 0.3%, -0.29, nt, 948, 1.5, 737, i, -0.3, i, -2%, 1.9
19. O=S(=O)(c1cnc(Cl)c(Cl)c1)N1CCc2ccccc21
    -0.66*, -1.2, nt, 1342, -4.3*, 32, -6, nt, nt, -2.3*, -0.5, 1365, nt, 705, nt, 0.83*, i, 7%, nt

(continued)
entry	structure	Dynein transport cell count	Ins promoter up	Autophagy HCS cell loss 18 h	b-catenin transl cell count 5 µM	Dynein transport	T cell HTS vesicle-bound %	Lipid droplet	MT stabilize HCS cytotoxicity %	ER stress rescue	Dynein transport nuclear GR-EGFP	b-catenin transl	Ins promoter up cell count	MT stabilize HCS Hoechst-high %	Lipid droplet cells 6.5 µM	Autophagy HCS	Dynein transport cytoplasmic EGFP	T cell HTS	Salmonella PhoP GFP	MT stabilize HCS
25	CCN1CCN(c2ccc(NC(=O)c3cccc4ncccc34)cc2)CC1	-0.017	-0.25	-4	1097	0.18	30	2	8.1	0.7%	-0.14	5.7	1140	2.0	799	i	-0.16	i	-3%	1.7
26	COc1ccc(-n2c3c(cc(C#N)c2=O)C(=O)CCC3)cc1	-0.21	0.05	21	1141	-0.16	44	-6	2.5	-4.9%	0.046	-0.1	1341	2.2	728	i	-0.25	i	-2%	3.9
27	CCCSc1nc(C)c(C(C)=O)cc1C#N	-1.8	0	8	1168	2.4	15	1	10	1.0%	1.1	-4.1	877	1.7	762	i	-0.1	i	-1%	2.0
28	Cc1nc(SCC#N)c2c3c(sc2n1)CCC3	0.89	-0.68	-3	1025	1.1	33	-6	3.4	2.8%	0.42	-1.1	1297	1.7	727	i	-0.06	i	1%	2.8
29	COC(=O)Cc1nc(Nc2ccccc2)sc1C	-0.41	-0.15	nt	1229	0.058	23	1	nt	nt	-0.26	-2.7	1341	nt	711	nt	-0.29	i	-7%	nt
30	OC(c1ccccc1)c1cccnc1 (stereo unspecified)	-1.9	0.94	10	nt	2.3	43	24	6.7	-1.2%	1.1	nt	1024	2.2	719	i	-0.096	i	23%	2.4
